Screening data deposited in PubChem by several laboratories.
SUMO1-SIM PPI = modulators of SUMO1 protein-protein interactions, primary screen, biochemical, uHTS; AID 602429, 2012; SUMO1 binding to a labelled peptide, TR-FRET, 1 h; inhibition, % at 20 µM; 360,000 compounds, 0.33% hits; Small ubiquitin-related modifier 1 (Homo sapiens), P63165; in the data active means inhibition above about 37%
Neddylation inh = inhibitors of cullin neddylation, primary screen, biochemical, TR-FRET, uHTS, NAE and Ubc12. NEDD8-conjugating enzyme Ubc12 (Homo sapiens) + NEDD8-activating enzyme E1 regulatory …. calls only at 25 µM. 360,000 compounds, 0.58% hits. AID 651699, 2012; in the data active means inhibition above about 36%
Scp-1 inhibitor = Scp-1 phosphatase inhibitors, primary screen, biochemical, colorimetric, uHTS. Recombinant Scp1, phosphopeptide, malachite green phosphate absorbance. 340,000 compounds, 0.88% hits. inhibition, % at 20 µM;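 active means inhibition above about 50% at 20 µM, limit read from the data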;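 further: plate controls were DMSO wells with enzyme for no effect and wells lacking enzyme for full effect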
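Times: enzyme reaction 45 min at room temperature, colour 5 min, stabilisation 30 min. Material: SCP-1 catalytic fragment, aa 76-261. Medium: Acidic Tris acetate buffer with magnesium and detergent. Signal: colorimetric free-phosphate detection, absorbance 630 nm. Read-out basis: % inhibition of SCP-1 phosphate liberation. Reagent: Phosphorylated 17-residue peptide substrate.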
DNMT1 inh = human DNMT1 methyltransferase inhibitors, primary screen, biochemical, molecular beacon, fluorescence, HinP1I cleavage, uHTS; DNA (cytosine-5)-methyltransferase 1 (Homo sapiens), P26358; inhibition (reported as % activation of signal), % at 10 µM; 360,000 compounds, 0.83% hits; AID 588458, 2011; in the data active means inhibition above about 50%
Target sequence (P26358 504-1616 limits assumed): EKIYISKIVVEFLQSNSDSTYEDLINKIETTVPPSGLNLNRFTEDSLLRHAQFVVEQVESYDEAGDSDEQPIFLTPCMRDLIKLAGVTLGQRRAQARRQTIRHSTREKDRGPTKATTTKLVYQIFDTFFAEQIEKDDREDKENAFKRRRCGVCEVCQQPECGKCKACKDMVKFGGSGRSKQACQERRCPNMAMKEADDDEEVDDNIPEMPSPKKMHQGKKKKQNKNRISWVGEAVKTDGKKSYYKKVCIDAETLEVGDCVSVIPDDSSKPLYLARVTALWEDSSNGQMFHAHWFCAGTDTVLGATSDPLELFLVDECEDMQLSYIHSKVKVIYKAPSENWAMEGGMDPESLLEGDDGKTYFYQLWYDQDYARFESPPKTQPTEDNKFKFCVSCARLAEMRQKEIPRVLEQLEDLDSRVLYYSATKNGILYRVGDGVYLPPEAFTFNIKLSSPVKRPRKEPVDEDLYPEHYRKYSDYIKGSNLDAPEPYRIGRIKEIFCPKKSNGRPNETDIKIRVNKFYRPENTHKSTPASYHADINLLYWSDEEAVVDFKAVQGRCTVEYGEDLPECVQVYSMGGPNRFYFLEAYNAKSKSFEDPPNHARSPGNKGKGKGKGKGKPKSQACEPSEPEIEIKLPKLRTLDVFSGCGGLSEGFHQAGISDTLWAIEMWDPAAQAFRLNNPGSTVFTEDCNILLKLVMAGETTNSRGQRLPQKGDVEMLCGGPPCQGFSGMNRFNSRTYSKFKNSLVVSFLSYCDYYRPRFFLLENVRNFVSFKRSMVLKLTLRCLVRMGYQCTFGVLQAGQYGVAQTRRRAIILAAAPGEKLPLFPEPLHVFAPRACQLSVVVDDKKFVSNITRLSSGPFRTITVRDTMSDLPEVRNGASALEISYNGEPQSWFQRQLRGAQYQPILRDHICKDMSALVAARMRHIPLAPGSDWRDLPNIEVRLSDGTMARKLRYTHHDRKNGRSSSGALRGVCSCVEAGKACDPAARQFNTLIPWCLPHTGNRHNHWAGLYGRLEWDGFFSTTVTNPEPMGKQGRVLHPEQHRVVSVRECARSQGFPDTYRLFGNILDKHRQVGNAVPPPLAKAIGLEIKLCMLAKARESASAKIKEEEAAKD
STEP inh = STEP phosphatase inhibitors, primary screen, biochemical, fluorescence intensity, uHTS; inhibition, % at 20 µM; 360,000 compounds, 0.25% hits; recombinant STEP, OMFP fluorogenic substrate;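 active means inhibition at 20 µM, scaled per plate between control wells, above about 37%, limit read from the data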;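 further: 0% = DMSO with enzyme and substrate and 100% = substrate only without enzyme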
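Material: STEP (striatal-enriched tyrosine phosphatase) enzyme, cell-free | Medium: 50 mM Bis-Tris pH 6.0 with 2.5 mM DTT and 0.005% Tween 20 | Read-out: Percent inhibition scaled to no-enzyme and uninhibited-enzyme controls, plate-pattern corrected | Signal: Fluorescence read at 480 nm ex / 540 nm em | Times: 20 min reaction, room temperature, in the dark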
Tb MetRS inh = T. brucei MetRS inhibitors, primary screen, biochemical, luminescence; purified T. brucei MetRS, ATP depletion, Kinase-Glo luminescence; 360,000 compounds, 0.4% hits; inhibition, % at 11.9 µM; AID 624268, 2012;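 active means inhibition above a per-plate cutoff of the control wells' mean inhibition plus 3 SD, cut at about 5.5% in these data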;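 further: 0% = DMSO wells median and 100% = median of wells with control inhibitor compound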
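Dosing: 11.9 µM compound single dose, 0.9% DMSO; Assay system: purified T. brucei MetRS enzyme; Measured by: Kinase-Glo luciferase luminescence reporting remaining unconsumed ATP; Schedule: 15 min plus 2 h at 25 °C.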
SKN-1 inh = suppressors of acrylamide-induced Pgst-4::GFP reporter in worms, primary screen, SKN-1 inhibitor project, whole organism, uHTS, GFP/RFP fluorescence ratio, strain VP596; C. elegans VP596 Pgst-4::GFP/RFP ratio, 24 h; inhibition, % at 21.8 µM; 360,000 compounds, 0.49% hits;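 active means interference check ratio from 0.5 to 1.5 plus GFP to RFP signal ratio inhibition reaching or exceeding a fixed threshold, cut at about 30% in these data, passing the limit was not always enough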; further: some compounds called inactive have numbers as strong as hits
LMPTP inh = LMPTP phosphatase inhibitors, primary screen, biochemical, fluorescence intensity, uHTS | 360,000 compounds, 0.22% hits | inhibition, % at 20 µM | recombinant LMPTP-A, OMFP fluorogenic substrate | Low molecular weight phosphotyrosine protein phosphatase (Homo sapiens), P24666 | AID 651560, 2012;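 active means compounds that cut the enzyme signal by at least half of the control window in the single-dose screen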;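 further: plate controls were DMSO wells with enzyme plus substrate for no effect and substrate without enzyme for full effect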
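Test system: LMPTP-A phosphatase enzyme; input: 0.625 nM LMPTP-A final; reagent: OMFP substrate, 400 µM final; compound dosing: 20 µM single dose, 3% DMSO; incubation: 50 min dark incubation at room temperature; measured by: endpoint fluorescence intensity from OMFP dephosphorylation; measure: % inhibition relative to no-enzyme and uninhibited control wells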
NadD block = inhibitors of S. aureus NadD, primary screen, biochemical, colorimetric, uHTS; AID 602399, 2012; 360,000 compounds, 0.78% hits; purified NadD enzyme, colorimetric absorbance read-out; inhibition, % at 20 µM; Nicotinate-nucleotide adenylyltransferase NadD (Staphylococcus aureus N315); in the data active means inhibition above about 26%; further: some compounds past the cut are filed as inactive
CendR NRP1 mod = modulators of CendR peptide binding to NRP-1, primary screen, biochemical, fluorescence polarization, uHTS; Neuropilin-1 (Homo sapiens), O14786; 360,000 compounds, 0.85% hits; FAM-RPARPAR peptide binding to NRP-1; inhibition, % at 25 µM; AID 602438, 2012;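 active means inhibition or corrected inhibition above about 18%, plus a signal ratio from 0.5 to 1.5, limit read from the data, passing the limit was not always enough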; further: strong numbers were not always called active
* marks the source's active call; other numbers are inactive results; i = inactive; nt = no result given; + = active, no number. Rows are unselected; 4.6% or so of the library scored in one or more.

SUMO1-SIM PPI,Neddylation inh,Scp-1 inhibitor,DNMT1 inh,STEP inh,Tb MetRS inh,SKN-1 inh,LMPTP inh,NadD block,CendR NRP1 mod,SMILES
-2,i,-8,1,1,-0.6,-3,-0.8,-5,12,CC(C)(C)c1cc(CN2CCC(O)CC2)cc(C(C)(C)C)c1O
-3,i,-6,2,0,-1.1,-8,-1.7,-3,-4,CCc1ncc(C(O)c2cccc3ccccc23)n1C (centres undefined)
0,i,-7,-1,-2,-0.5,-6,-1.4,1,10,OC1CCN(c2ncnc3nc[nH]c23)CC1
-12,i,19,-4,4,-0.3,1,2.9,20,-16,COc1ccccc1/C=C/c1ccc2cccc(O)c2n1
2,i,3,1,2,-0.4,2,-0.8,4,-13,O=C(O)c1cc(S(=O)(=O)N2CCN(C(c3ccccc3)c3ccccc3)CC2)ccc1Cl
7,i,12,1,2,-0.1,3,1.1,0,-15,CCOC(=O)Cc1cnc(NC(=O)CSc2nc(N)cc(N)n2)s1
4,i,-12,10,0,-0.2,10,-2.8,-3,10,O=C(O)c1ccc(NCc2cccs2)cc1
0,i,-6,-2,2,-0.3,14,-1.1,0,5,CCOC(=O)N1CCN(S(=O)(=O)c2ccc(C)cc2)C1c1ccccc1 (centres undefined)
-50,i,23,-3,8,0.3,11,8.8,6,-1,COC(=O)c1ccccc1NC(=O)COC(=O)c1ccccc1N=Nc1ccc(N(C)C)cc1
-1,i,-7,3,2,-1.0,24,-2.5,5,4,CCOC(=O)NC(Nc1ncccn1)(C(F)(F)F)C(F)(F)F
0,i,-10,1,-4,-0.9,-2,0.4,-6,6,CCOC(=O)C1(CCOc2ccccc2)CCN(C(=O)CCSC)CC1
1,i,-1,2,0,-0.8,6,-5.2,-2,13,CC(SCc1ccccc1)C(=O)NN=C1CCN(C)CC1 (centres undefined)
-1,i,-6,2,-1,0.8,7,-0.4,4,-8,Cc1cccc(NC(=O)C2CCCN(S(=O)(=O)c3ccc4[nH]c(=O)ccc4c3)C2)n1 (centres undefined)
-2,i,1,2,4,-0.2,14,5.1,0,-11,O=C(NC12CC3CC(CC(C3)C1)C2)c1ccc(-c2cccc(Cl)c2)o1
-4,i,-5,3,1,-0.3,-16,0.3,3,-11,COc1ccc2cc(C3(C)NC(=O)N(CC(=O)NCc4ccco4)C3=O)ccc2c1 (centres undefined)
2,i,-5,1,0,-0.4,6,-0.3,-5,6,COCCNC(=O)c1c(CSc2ccccc2)noc1C(=O)NCc1ccccc1
3,i,-7,5,-1,-0.7,4,-1.1,-1,3,CCCC12CN3CCN(CC(C3)/C1=N\NC(=O)c1ccc(F)cc1)C2
1,i,-2,0,-6,-0.5,-6,8.2,-4,-4,CCN(CC(=O)NC1CCS(=O)(=O)C1)c1nc(-c2ccccc2)nc2ccccc12 (centres undefined)
0,i,-5,1,-2,0.2,5,-1.5,-4,2,C/C(=N\n1c(C)nc2ccccc2c1=O)c1ccc(C)o1
3,i,-14,5,2,0.1,14,0.8,-5,1,COC(=O)c1cccc(NC(=S)Nc2cccc(Cl)c2Cl)c1
-18,i,-4,1,4,-0.9,14,0.7,2,-9,O=C(c1ccc(N2CN(C(=O)c3ccco3)c3nc4ccccc4nc32)cc1)N1CCOCC1
2,i,3,3,-1,-1.0,-2,-0.7,0,2,COc1ccc(OCC(=O)NCCNC(=O)c2ccncc2)cc1
5,i,-6,4,4,0.0,-3,-0.5,3,-15,Cc1ccc(S(=O)(=O)N2[C@@H](c3ccccc3)C(C(=O)O)=CC[C@H]2c2cccc(Cl)c2)cc1
-2,i,-2,2,-1,-0.2,-3,-1.5,-9,6,Cc1cccc(C(=O)OCC(=O)N2CCCCCC2)c1
15,i,-2,1,-2,0.0,6,-3.5,-6,5,COc1cc(CCCN2CCNC[C@@H]2CC2CCCCC2)cc(OC)c1OC
4,i,-12,6,0,-0.4,-3,-0.5,6,-4,Cc1c(NC(=O)C2CCCN(S(=O)(=O)c3cnc[nH]3)C2)c(=O)n(-c2ccccc2)n1C (centres undefined)
-2,i,-11,2,-3,-0.1,-11,-2.4,-6,12,COC(=O)C1=C(C)N(CCCC(=O)O)C(=O)NC1c1ccc(OC)cc1 (centres undefined)
-2,i,-6,2,-1,-0.8,-5,-1.4,-5,-2,CCCS(=O)(=O)N1CCCC(C(=O)N2CCCCC2)C1 (centres undefined)
0,i,-5,-2,2,0.0,-2,0.0,6,7,CCc1cccc(CC)c1NC(=O)CSc1nnc(C(C)C)n1CC
3,i,-5,3,7,0.1,-7,-1.6,0,2,Cc1cc(C)n(CC(=O)NCCC2=CCCCC2)n1
3,i,nt,3,-3,-0.1,7,-1.2,0,0,CC(C)C(=O)N1CCCC1(C)C(=O)NCc1ccc(Cl)cc1 (centres undefined)
-11,i,-7,2,0,0.5,4,-0.6,5,6,Nc1nc(NCc2ccco2)nc(NCCO)c1[N+](=O)[O-]
2,i,-8,-4,-3,-0.4,3,1.6,6,-12,COCCCN(C(C)=O)c1nc(-c2ccc(OC)cc2)cs1
5,i,-14,-3,-4,-0.2,19,1.4,-5,-1,Cc1cccc([C@@H]2[C@@H]3C(=O)N(Cc4ccccc4)C(=O)[C@@H]3[C@]3(C)C(=O)N(c4cccc(Cl)c4)C(=O)N23)c1
5,i,nt,-2,2,-2.2,-9,-2.4,-4,-7,CN1CCN(C(=O)C[C@H]2C[C@H]3c4cc(NC(=O)NC5CCCCC5)ccc4O[C@H]3[C@@H](CO)O2)CC1
1,i,6,-1,0,-0.3,-2,0.4,1,14,CC1CCC2(CC1)NC(=O)N(CC(=O)Nc1cc(S(=O)(=O)N3CCCC3)ccc1Cl)C2=O (centres undefined)
-8,i,-4,-2,0,-0.2,-4,-1.1,-7,1,COc1cccc(/C=C/C(=O)OCC(=O)Nc2ccc(N3CCOCC3)cc2)c1OC
-2,i,-4,112*,4,-1.1,-44,-0.6,6,92,Clc1ccc(-c2nnc3sc(-c4ccc(Br)o4)nn23)cc1
2,i,-13,8,0,0.0,4,2.7,-6,1,CS(=O)(=O)NNC(=O)Cn1nnc(-c2cc(C(F)(F)F)cc(C(F)(F)F)c2)n1
2,i,0,1,-3,-0.4,23,-0.9,2,3,CCNc1nnc(-c2ccc(C)cc2)o1
2,i,-12,-1,2,0.1,-4,-0.8,-1,1,Cn1c(SCc2cccnc2)nc2cccnc21
-3,i,-5,6,-3,0.5,18,-7.0,2,5,CCC(C)[C@@H](C(=O)N1CCNCC1)n1cc(CCCCN)nn1 (some centres undefined)
5,i,10,18,1,-0.7,32,0.7,1,-28,O=C(N/N=C/C=C/c1ccco1)c1ccccc1Cl
-1,+,-4,-3,5,-0.4,-7,-1.4,0,12,COC(=O)c1cc(NC(=O)c2c(-c3ccccc3)noc2C)ccc1N1CCOCC1
3,i,0,-3,-2,1.5,-11,0.4,14,9,CCn1c(SCC(=O)N/N=C/c2c[nH]c3ccccc23)nnc1-c1ccc(C(C)(C)C)cc1
-2,i,-6,1,-3,-0.3,0,-1.1,-3,-4,CCN1C(=O)[C@H]2[C@@H](c3ccc(C)cc3)N3C(=O)N(c4ccc(C)cc4)C(=O)[C@@]3(C)[C@H]2C1=O
5,i,-5,1,1,0.8,6,-1.5,-1,15,CC(=O)N1c2ccc(S(=O)(=O)N3CCC(C(=O)Nc4cc(C)ccn4)CC3)cc2CC1C (centres undefined)
-7,i,nt,4,-4,-0.1,1,-1.9,-5,3,CCOC(=O)C1(C)CCCN1C(=O)c1ccc(C(F)(F)F)nc1C (centres undefined)
3,i,7,-5,2,-0.3,5,-0.6,-1,5,Cc1ccc(SCC(=O)NCC2COc3ccccc3O2)cc1 (centres undefined)
-2,i,-1,1,-4,0.1,4,-0.6,0,12,CCS(=O)(=O)N1CCC(C(=O)NCc2ccc(F)cc2)CC1
-2,i,nt,3,1,0.0,15,-1.5,-9,6,Cc1cc(C)cc(CC(=O)N2CCC2(C)C(=O)NS(=O)(=O)c2cc(C)ccc2F)c1 (centres undefined)
-29,i,6,0,5,0.2,9,-0.4,1,-6,O=[N+]([O-])c1ccc(/C=N/n2cn[nH]c2=S)cc1
3,i,-2,0,-1,-0.2,17,-1.4,-4,5,O=C(O)COc1ccc(C(=O)c2ccccc2)cc1
-7,i,-2,0,-2,0.3,16,-0.9,2,2,COc1cccc(-c2noc(CCC(=O)NC3CCCC3)n2)c1

Among those listed so far, these have fluorine.
SUMO1-SIM PPI,Neddylation inh,Scp-1 inhibitor,DNMT1 inh,STEP inh,Tb MetRS inh,SKN-1 inh,LMPTP inh,NadD block,CendR NRP1 mod,SMILES
-1,i,-7,3,2,-1.0,24,-2.5,5,4,CCOC(=O)NC(Nc1ncccn1)(C(F)(F)F)C(F)(F)F
3,i,-7,5,-1,-0.7,4,-1.1,-1,3,CCCC12CN3CCN(CC(C3)/C1=N\NC(=O)c1ccc(F)cc1)C2
2,i,-13,8,0,0.0,4,2.7,-6,1,CS(=O)(=O)NNC(=O)Cn1nnc(-c2cc(C(F)(F)F)cc(C(F)(F)F)c2)n1
-7,i,nt,4,-4,-0.1,1,-1.9,-5,3,CCOC(=O)C1(C)CCCN1C(=O)c1ccc(C(F)(F)F)nc1C (centres undefined)
-2,i,-1,1,-4,0.1,4,-0.6,0,12,CCS(=O)(=O)N1CCC(C(=O)NCc2ccc(F)cc2)CC1
-2,i,nt,3,1,0.0,15,-1.5,-9,6,Cc1cc(C)cc(CC(=O)N2CCC2(C)C(=O)NS(=O)(=O)c2cc(C)ccc2F)c1 (centres undefined)
